Screening data: PubChem, several laboratories
TWEAK Fn14 block: inhibitors of TWEAK-Fn14 interaction signaling. inhibition, % at 10 µM. 360,000 compounds, 2% hits. TWEAK-stimulated Fn14 reporter cells, luciferase luminescence, 8 h; in the data active = inhibition above about 50%
TLR9-MyD88 block: inhibitors of human TLR9-MyD88 binding. 340,000 compounds, 0.21% hits. inhibition, % at 4.98 µM. AID 504734. CHO BLA complementation TLR9-MyD88, CCF4 FRET ratio. Q9NR96+Q99836;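 active = inhibition above the mean over all tested compounds plus 3 SD, cut at about 21% in these data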;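 also: 0% = DMSO only wells and 100% = clavulanate BLA inhibitor control wells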
NCOA3 inh: inhibits human SRC3 coactivator | Q9Y6Q9 | HEK293 GAL4-SRC3 luciferase reporter, luminescence | AID 588352 | inhibition, % at 3.6 µM | 360,000 compounds, 0.17% hits;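 active = inhibition above a per-campaign cutoff, the mean of all compounds plus 3 SD, cut at about 60% in these data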;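 also: 0% = DMSO-treated cells and 100% = gossypol-treated cells at 36 µM; higher means less SRC3-driven luciferase light from the GAL4 reporter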
EBV LMP1 NFkB: inhibitors of Epstein-Barr LMP1-induced NF-kappaB reporter. inhibition, % at 12.5 µM. AID 504558. LMP1-induced NF-kappaB luciferase reporter cells, luminescence. 350,000 compounds, 0.69% hits; in the data active = inhibition above about 41%;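 also: 0% = neutral control wells and 100% = reference inhibitor control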
LRH-1 inv ag: NR5A2 inverse agonism in reporter assay; 360,000 compounds, 0.13% hits; inhibition, % at 3.6 µM; O00482; HEK293T StAR-luciferase reporter, LRH-1 transfected, 24 h;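 active = inhibition above the mean inhibition of all tested compounds plus 3 SD, cut at about 73% in these data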;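 also: 0% = DMSO wells and 100% = reporter-only cells lacking LRH-1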
Target sequence (O00482 whole entry, looked up): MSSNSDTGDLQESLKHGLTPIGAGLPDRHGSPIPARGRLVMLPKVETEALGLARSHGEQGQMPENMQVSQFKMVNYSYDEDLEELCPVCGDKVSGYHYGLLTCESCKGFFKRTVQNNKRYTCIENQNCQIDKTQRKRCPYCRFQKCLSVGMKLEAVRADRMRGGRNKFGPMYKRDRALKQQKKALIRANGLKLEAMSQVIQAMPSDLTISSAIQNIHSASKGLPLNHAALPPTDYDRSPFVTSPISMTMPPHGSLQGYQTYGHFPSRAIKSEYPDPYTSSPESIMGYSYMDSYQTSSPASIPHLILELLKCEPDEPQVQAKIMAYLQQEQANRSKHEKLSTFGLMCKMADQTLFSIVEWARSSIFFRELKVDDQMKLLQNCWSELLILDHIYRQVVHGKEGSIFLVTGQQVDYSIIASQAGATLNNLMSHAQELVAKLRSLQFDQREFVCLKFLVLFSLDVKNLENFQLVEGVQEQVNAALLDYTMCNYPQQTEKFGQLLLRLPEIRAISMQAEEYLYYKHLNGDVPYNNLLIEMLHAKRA
SRC1 inh: inhibitors of human steroid receptor coactivator 1 (SRC1) | 360,000 compounds, 0.12% hits | Q15788 | inhibition, % at 3.6 µM | HEK293 GAL4-SRC1 luciferase reporter, luminescence;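 active = inhibition above the campaign mean plus 3 SD, with each screening campaign given its own cutoff, cut at about 60% in these data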;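 also: 0% = DMSO treated cells and 100% = gossypol at 36 µM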
TROY NFkB inh: inhibitors of TROY-dependent NF-kB signaling | AID 1347056 | 360,000 compounds, 0.98% hits | inhibition, % at 10 µM | Q293 LMP1-TROYcd NF-kB luciferase reporter, 4 h;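 active = compounds whose plate-normalised and pattern-corrected inhibition of the luciferase reporter signal at the single screening dose is 50% or more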
NOD2 RIPK2 PPI: blocks binding of human NOD2 to RIPK2; 360,000 compounds, 0.38% hits; CHO BLA complementation NOD2-RIPK2, CCF4 ratio; AID 624267; inhibition, % at 4.98 µM; in the data active = inhibition above about 21%;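 also: 0% = vehicle only and 100% = reference blocker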
Target sequence (O43353 whole entry, looked up): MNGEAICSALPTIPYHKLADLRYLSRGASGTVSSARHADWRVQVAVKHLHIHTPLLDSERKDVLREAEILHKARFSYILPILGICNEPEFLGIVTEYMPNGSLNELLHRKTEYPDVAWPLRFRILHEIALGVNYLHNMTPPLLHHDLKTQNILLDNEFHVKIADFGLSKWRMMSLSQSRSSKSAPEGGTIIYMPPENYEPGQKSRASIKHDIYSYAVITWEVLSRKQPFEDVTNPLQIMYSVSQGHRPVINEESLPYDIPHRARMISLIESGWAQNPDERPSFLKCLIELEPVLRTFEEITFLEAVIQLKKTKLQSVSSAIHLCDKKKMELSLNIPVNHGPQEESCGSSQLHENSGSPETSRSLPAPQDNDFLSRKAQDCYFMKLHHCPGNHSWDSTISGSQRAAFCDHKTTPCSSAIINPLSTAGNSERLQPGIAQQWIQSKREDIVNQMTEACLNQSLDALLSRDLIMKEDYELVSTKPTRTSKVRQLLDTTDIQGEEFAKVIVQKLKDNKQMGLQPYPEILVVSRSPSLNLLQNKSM
NR2F2 inh: NR2F2 (human) inhibition, primary screen; 370,000 compounds, 0.7% hits; P24468; HEK293T NGFI-A luciferase reporter, luminescence; inhibition, % at 8.6 µM;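 active = inhibition above a per-plate cutoff, mean inhibition of test wells between control levels plus 3 SD, cut at about 38% in these data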;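 also: cells cotransfected with COUP-TFII expression vector driving the NGFI-A reporter; 0% = median of COUP-TF2 test wells and 100% = reporter-only cells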
NCOA2 inhibitor: inhibits human steroid receptor coactivator 2; 370,000 compounds, 0.17% hits; inhibition, % at 9 µM; HEK293 GAL4-SRC2 luciferase reporter, luminescence; Q15596;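 active = inhibition above the mean inhibition of all tested compounds plus 3 SD, set per campaign, cut at about 52% in these data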;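 also: 0% = DMSO treated cells and 100% = cells given Gossypol at 36 µM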
C8 TRAIL sens: sensitizes caspase-8 expressing cells to TRAIL; NB7+C8 cells + TRAIL, ATPlite viability luminescence; inhibition (viability loss, TRAIL sensitization), % at 10 µM; 360,000 compounds, 1% hits; AID 624354;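 active = compounds causing at least 50% loss of cell viability in the single-dose screen, relative to plate controls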
* marks the source's active call; other numbers are inactive results; / = not tested or not shown.

smiles	TWEAK Fn14 block	TLR9-MyD88 block	NCOA3 inh	EBV LMP1 NFkB	LRH-1 inv ag	SRC1 inh	TROY NFkB inh	NOD2 RIPK2 PPI	NR2F2 inh	NCOA2 inhibitor	C8 TRAIL sens
NC(=O)c1cc(S(=O)(=O)N2CCCC2)ccc1OCCOc1ccccc1F	-15	7	11	4	1	-8	-17	-5	-2	-2	-33
Cc1cc(C(=O)NN)c(Cl)cc1Cl	-6	-11	15	-8	11	-5	-12	4	-12	-3	2
Cc1cc(=O)oc2cc(OCC(=O)N3CCC(O)CC3)c(Cl)cc12	-10	4	-4	-3	-3	2	13	5	17	-1	-1
Cc1c(C(=O)N2CCCCC2)sc(NC(=O)c2ccco2)c1C#N	18	2	5	-1	-4	8	-4	5	-9	15	0
Cc1ccc(Cn2c(N3CCNCC3)nc3c2c(=O)[nH]c(=O)n3C)cc1	-4	6	14	7	-7	15	-8	-5	-7	6	-10
CCOc1ccccc1NC(=O)C(=O)CC(=O)c1ccc(OC)cc1	-11	-16	25	4	-3	7	-16	4	5	0	-6
CC(NC(=O)COC(=O)Cc1cccs1)c1ccc(F)cc1 (centres undefined)	10	16	14	0	18	-11	-10	-3	-16	10	0
C/C(=N\NC(=S)NCc1ccccc1)c1cccc(Br)c1	-9	-2	3	-15	-9	-12	-9	6	-7	7	0
Cc1cc(C)cc(NS(=O)(=O)c2c(C(=O)N3CCOCC3)c(C)n(C)c2C)c1	17	6	18	0	11	-14	-6	-15	-12	3	-8
CCOc1ccc(N2CC(C(=O)N3CC(C)OC(C)C3)CC2=O)cc1 (centres undefined)	6	-15	-12	0	1	1	-5	-3	12	-31	2
COc1ccc(NC(=O)COC(=O)c2cc(OC)c(OC)cc2NC(=O)c2ccco2)cc1OC	-5	1	3	11	6	-60	2	-2	6	-16	4
Cc1noc(C)c1S(=O)(=O)N1CCCC(C(=O)c2cccc(OC(C)C)c2)C1 (centres undefined)	-4	10	4	-7	0	11	18	7	22	-18	0
CC(=O)N1CCc2c(sc(NC(=O)CS(=O)(=O)c3ccc(F)cc3)c2C#N)C1	18	5	1	2	38	7	-16	-13	13	-23	0
CCOc1ccc(S(=O)(=O)NCc2ccncc2)cc1NC(=O)c1ccccc1F	-4	-5	16	5	12	12	-13	-1	11	-1	13
O=C(CC1OC(=O)c2ccccc21)c1ccco1 (centres undefined)	-2	-2	14	9	6	4	-8	-13	0	5	1
O=C(NCc1ccccc1)C1(C(F)(F)F)C/C(=C\CCO)CCCO1 (centres undefined)	10	-2	-8	3	0	-10	0	12	-9	-7	-15
C[C@H](O)CNC(=O)c1[nH]cnc1C(=O)Nc1cccc(Cl)c1	-1	7	-10	4	12	-5	-3	-13	4	-15	-9
Cc1occc1-c1nnc(SCCNCCO)o1	-2	-6	2	0	-55	-2	-14	-7	-10	9	8
CCN(CC(=O)Nc1c(F)cccc1F)C(=O)c1cn2ccccc2n1	6	1	14	-4	-2	-11	2	-7	11	17	9
COc1ccccc1NC(=O)c1ccc2c(c1)N(CC(=O)NC(C)C)C(=O)C(C)(C)O2	29	-6	-11	1	10	-20	-1	-8	-4	11	-12
Cc1ccc(-n2c(N)c(C#N)c(-c3ccccc3)c(C#N)c2=O)cc1	-2	-8	-8	-17	0	-12	-6	0	-8	20	-2
CCOc1ccc(-c2nc(N)ncc2-c2ccccc2)c(O)c1	19	-1	-7	14	14	-17	22	2	3	2	3
CCn1c(COc2ccccc2)nnc1SCC(=O)CC(=O)Nc1ccccc1OC	-6	0	8	0	1	-7	7	1	9	-20	6
CCCCNC(=O)C[C@@H]1C[C@@]2(C(=O)OCC)CCCC=C2N(Cc2ccc3c(c2)OCO3)C1=O	11	/	/	/	-5	/	21	1	4	18	-12
O=C(NC(NC(=S)Nc1c(Cl)cccc1Cl)C(Cl)(Cl)Cl)c1cccc([N+](=O)[O-])c1 (centres undefined)	60*	-6	-1	-9	14	-4	45	-9	-4	13	12

Continuation:
smiles	TWEAK Fn14 block	TLR9-MyD88 block	NCOA3 inh	EBV LMP1 NFkB	LRH-1 inv ag	SRC1 inh	TROY NFkB inh	NOD2 RIPK2 PPI	NR2F2 inh	NCOA2 inhibitor	C8 TRAIL sens
O=C(NCc1nc2ccccc2[nH]1)C1=C[C@H](c2ccc3c(c2)OCO3)C[C@H](OCc2ccc(CO)cc2)O1	-1	0	-12	5	-23	-9	-4	-15	-4	-2	10
Cc1ccc(OCC(=O)Nc2ccccc2Sc2ccccc2)c([N+](=O)[O-])n1	-3	-7	-4	10	-20	1	9	-7	6	7	0
COCCNC(=O)C(c1ccc(C)cc1)N(C(=O)CCC(=O)Nc1ccccn1)c1cccc(C)c1 (centres undefined)	14	-2	9	-5	7	1	3	-5	7	0	-1
CCN(CC)CCn1c(N)c(S(=O)(=O)c2ccccc2)c2nc3ccccc3nc21	28	2	15	1	24	13	-2	-5	14	23	-26
Cc1ccc(-c2[nH]c(=S)[nH]c(=O)c2C#N)cc1	-11	-4	4	-31	-3	1	-31	-21	0	-2	-14
CSc1cccc(NC(=O)C2CCN(S(=O)(=O)c3ccc(F)cc3)CC2)c1	4	8	-9	0	0	1	11	12	3	2	-1
CCOC(=O)c1cnn(-c2nc(SC)nc3sc4c(c23)CCC4)c1N	3	-12	-12	-3	21	-15	-18	-4	9	11	0
CSc1nc(N)n2nc(-c3ccc(Cl)cc3)cc2n1	-26	/	-67	-48	-144	-92	-44	1	-38	-51	45*
CSc1ccc(C(=O)C2CCCN(C(=O)CCn3cncn3)C2)cc1 (centres undefined)	8	-14	17	-2	-20	11	5	-12	1	14	-20
CCN(CC(=O)Nc1ccc(OC)cc1)C(=O)CSCc1ccc(C)cc1	-15	6	12	8	0	-13	5	2	17	9	3
O=C(/C=C/c1cn(-c2ccccc2)nc1-c1ccc2c(c1)OCCO2)NCCO	-10	-6	-2	-8	-21	-12	8	3	7	33	-7
CCn1c(SCC(=O)Nc2ccccc2F)nnc1-c1cnccn1	-11	0	0	-2	7	-5	-12	6	-12	-3	-3
COC(=O)COc1ccc(S(=O)(=O)N2CCOCC2)cc1C	15	8	-4	5	21	-14	-12	-14	8	14	7
Cc1cc(=O)[nH]c2c(C)cc(S(=O)(=O)N3CCOCC3)cc12	9	-7	10	0	-12	0	-9	-8	9	-16	-2
Cc1ccnc(NCc2cc(Cl)cc(Cl)c2O)c1	-12	3	-5	-4	-9	-23	-3	-2	-3	9	-1
CCC(=O)N1N=C2CC(C)(C)OCC2C1c1ccccc1 (centres undefined)	23	2	20	4	4	9	-11	-5	12	-23	-3
CCCNC(=S)NNC(=O)c1cc(C2CC2)nc2ccccc12	4	5	8	-5	-1	4	-11	2	6	-2	-12
CSCCNC(=O)c1ccc(OC2CCN(S(=O)(=O)N(C)C)CC2)cc1	-17	-9	1	-53	10	13	1	-8	12	16	-16
COc1ccc(OC)c(NC(=O)CN2C(=O)NC3(CCCc4ccccc43)C2=O)c1 (centres undefined)	-21	-8	-16	-8	21	-10	1	-7	-3	-1	-8
Cc1ccc(C)c(NC(=S)N/N=C/C(C)c2ccccc2)c1 (centres undefined)	4	4	17	3	5	-3	9	1	9	24	6
O=C(Nc1nccs1)c1cccc(N2C(=O)C3C4C=CC(C4)C3C2=O)c1 (centres undefined)	24	4	23	1	2	11	1	-9	-16	9	27
Clc1ccccc1Cn1nnc(-c2ccccc2)n1	-9	3	-27	-15	2	-19	-6	3	14	-10	-10
Cc1nn(CC(=O)NC2(C#N)CCCCC2)c(C)c1[N+](=O)[O-]	12	2	0	4	12	-20	4	-5	0	-1	-10
COc1cc(NC(=O)CCNS(=O)(=O)c2ccc3c(c2)CCC(=O)N3)cc(OC)c1	8	-2	26	-4	11	-1	-9	2	10	-16	-16
O=C(CNc1ccc2ccccc2c1)N/N=C/C=C/c1cccc([N+](=O)[O-])c1	29	-2	22	0	-13	-9	31	3	1	-2	-4

The results go on.
smiles	TWEAK Fn14 block	TLR9-MyD88 block	NCOA3 inh	EBV LMP1 NFkB	LRH-1 inv ag	SRC1 inh	TROY NFkB inh	NOD2 RIPK2 PPI	NR2F2 inh	NCOA2 inhibitor	C8 TRAIL sens
Cc1cccc(NCc2ccccc2O)n1	-5	-5	17	-18	-5	5	-7	-10	-11	-25	-8
Cc1c(-n2c(SCC(=O)O)nnc2-c2ccccc2Br)c(=O)n(-c2ccccc2)n1C	9	-13	16	-7	-32	-6	1	-8	0	-25	4
O=C(CCC(=O)Nc1ccccc1Cl)NNC(=O)Nc1cccc([N+](=O)[O-])c1	11	-4	9	-1	4	2	3	-11	1	-1	1
O=C(Nc1nncs1)C12CC3CC(CC(C3)C1)C2	17	14	-9	-9	-15	-1	10	-3	-23	20	-15

13 of these compounds in another layout:
Every second line gives: TWEAK Fn14 block | TLR9-MyD88 block | NCOA3 inh | EBV LMP1 NFkB | LRH-1 inv ag | SRC1 inh | TROY NFkB inh | NOD2 RIPK2 PPI | NR2F2 inh | NCOA2 inhibitor | C8 TRAIL sens
- Cc1ccnc(NCc2cc(Cl)cc(Cl)c2O)c1
 : -12 | 3 | -5 | -4 | -9 | -23 | -3 | -2 | -3 | 9 | -1
- CCC(=O)N1N=C2CC(C)(C)OCC2C1c1ccccc1 (centres undefined)
 : 23 | 2 | 20 | 4 | 4 | 9 | -11 | -5 | 12 | -23 | -3
- CCCNC(=S)NNC(=O)c1cc(C2CC2)nc2ccccc12
 : 4 | 5 | 8 | -5 | -1 | 4 | -11 | 2 | 6 | -2 | -12
- CSCCNC(=O)c1ccc(OC2CCN(S(=O)(=O)N(C)C)CC2)cc1
 : -17 | -9 | 1 | -53 | 10 | 13 | 1 | -8 | 12 | 16 | -16
- COc1ccc(OC)c(NC(=O)CN2C(=O)NC3(CCCc4ccccc43)C2=O)c1 (centres undefined)
 : -21 | -8 | -16 | -8 | 21 | -10 | 1 | -7 | -3 | -1 | -8
- Cc1ccc(C)c(NC(=S)N/N=C/C(C)c2ccccc2)c1 (centres undefined)
 : 4 | 4 | 17 | 3 | 5 | -3 | 9 | 1 | 9 | 24 | 6
- O=C(Nc1nccs1)c1cccc(N2C(=O)C3C4C=CC(C4)C3C2=O)c1 (centres undefined)
 : 24 | 4 | 23 | 1 | 2 | 11 | 1 | -9 | -16 | 9 | 27
- Clc1ccccc1Cn1nnc(-c2ccccc2)n1
 : -9 | 3 | -27 | -15 | 2 | -19 | -6 | 3 | 14 | -10 | -10
- Cc1nn(CC(=O)NC2(C#N)CCCCC2)c(C)c1[N+](=O)[O-]
 : 12 | 2 | 0 | 4 | 12 | -20 | 4 | -5 | 0 | -1 | -10
- COc1cc(NC(=O)CCNS(=O)(=O)c2ccc3c(c2)CCC(=O)N3)cc(OC)c1
 : 8 | -2 | 26 | -4 | 11 | -1 | -9 | 2 | 10 | -16 | -16
- O=C(CNc1ccc2ccccc2c1)N/N=C/C=C/c1cccc([N+](=O)[O-])c1
 : 29 | -2 | 22 | 0 | -13 | -9 | 31 | 3 | 1 | -2 | -4
- Cc1cccc(NCc2ccccc2O)n1
 : -5 | -5 | 17 | -18 | -5 | 5 | -7 | -10 | -11 | -25 | -8
- Cc1c(-n2c(SCC(=O)O)nnc2-c2ccccc2Br)c(=O)n(-c2ccccc2)n1C
 : 9 | -13 | 16 | -7 | -32 | -6 | 1 | -8 | 0 | -25 | 4

These rows are one share of the data; count on the stated rates, not on these rows.
